LmPK inh – inhibitors of Leishmania mexicana pyruvate kinase. purified LmPK, Kinase-Glo ATP luminescence, 1 h. 290,000 compounds, 0.37% hits. Potency, µM (doses to about 57.5 µM), for the others: top-dose activity change, negative = inhibition, hits mostly inhibitors. Q27686; also: potency is read from the fitted curve at half-maximal effect; % is scaled to controls: 0 for no effect and ±100 for the full control effect
Target sequence (Q27686 whole entry, looked up): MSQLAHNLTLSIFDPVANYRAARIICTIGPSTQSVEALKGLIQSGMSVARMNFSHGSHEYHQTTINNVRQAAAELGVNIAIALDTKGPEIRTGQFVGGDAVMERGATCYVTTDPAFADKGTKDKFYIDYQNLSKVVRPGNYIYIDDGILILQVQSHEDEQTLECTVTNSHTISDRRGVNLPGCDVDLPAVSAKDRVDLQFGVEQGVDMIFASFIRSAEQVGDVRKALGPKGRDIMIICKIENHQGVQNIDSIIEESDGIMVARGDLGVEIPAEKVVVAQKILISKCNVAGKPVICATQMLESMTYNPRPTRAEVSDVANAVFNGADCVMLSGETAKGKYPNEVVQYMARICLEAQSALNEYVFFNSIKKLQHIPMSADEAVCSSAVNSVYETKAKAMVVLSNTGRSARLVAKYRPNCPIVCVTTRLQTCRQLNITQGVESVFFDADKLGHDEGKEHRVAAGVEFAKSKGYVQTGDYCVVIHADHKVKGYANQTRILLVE
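ATP generated from ADP (0.1 mM) and PEP (0.5 mM) by 0.1 nM LmPK over 1 h at room temperature (pH 7.2 imidazole buffer) was detected by coupled luciferase luminescence. Values were normalized to uninhibited and no-enzyme wells.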
Pf growth 48h – P. falciparum growth inhibition at 48 hours (one generation); Potency, µM (highest dose often 28.7 µM), for inactives: top-dose activity change, negative = inhibition, actives largely listed as inhibitors; AID 504832; 310,000 compounds, 5.9% hits; P. falciparum luciferase growth in erythrocytes, 48 h; also: potency is read from the fitted curve at half-maximal effect; % is scaled to controls: 0 for no effect and ±100 for the full control effect
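Parasite viability was followed by luminescence of a genomically integrated firefly luciferase. Cultures held 0.1% parasitemia at 2% hematocrit (final), incubated under 5% CO2 at 37 C.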
Pf growth 96h – inhibits malaria parasite growth, 96 h; AID 504834; P. falciparum luciferase reporter growth, 96 h; 320,000 compounds, 6.9% hits; Potency, µM (series often up to 28.7 µM), inactives show at the top dose activity change, negative = inhibition, hits mostly inhibitors; also: potency is read from the fitted curve at half-maximal effect; % is scaled to controls: 0 for no effect and ±100 for the full control effect
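Erythrocytes infected with luciferase-expressing P. falciparum were dispensed at 2% hematocrit and 0.05% parasitemia (final), then incubated with compounds 96 hours at 37 C in 5% CO2. Luminescence after detection reagent addition reported growth.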
CHX counter – affects cycloheximide protein synthesis inhibition readout, counter-screen | cell reporter, cycloheximide protein synthesis inhibition counterscreen | max response, % | 300,000 compounds, 12% hits; in the data active = max response mostly above about 13%, no sharp cut-off; inactive = mostly below about 14%; also: read at 38.3 µM for the half of the compounds with a filed dose; 0% is about no effect
TbPYK inhibitor – T. brucei pyruvate kinase inhibition | TbPYK enzyme, Kinase-Glo Plus ATP luminescence, 45 min | 410,000 compounds, 0.12% hits | Q57TT1 | AID 624173 | Potency, µM (titrated, usually from 76.8 µM), for the others: top-dose activity, negative = inhibition, hits mostly inhibitors; also: potency is read from the fitted curve at half-maximal effect; % is scaled to controls: 0 for no effect and ±100 for the full control effect; nearly all actives have a fitted effect of over 50% in size
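Luminescence from Kinase-Glo Plus, added after a 45-minute room-temperature reaction, served as the end-point read-out. The enzyme and substrate were preincubated with compound before ADP (130 uM final) initiated turnover. Concentration-effect curves came from normalized qHTS data.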
Shiga toxin inh – Shiga toxin inhibition; Vero cells, Shiga toxin protein synthesis inhibition reporter; inhibition, % at 38.7 µM; 290,000 compounds, 9.2% hits; AID 2315; in the data active = inhibition mostly above about 28%, no sharp cut-off; inactive = mostly below about 43%; also: 0% is about no effect
AmpC no deterg – inhibitors of E. coli AmpC beta-lactamase without detergent | Potency, µM (titrated, usually from 57.1 µM), for inactives: top-dose activity change, negative = inhibition, hits mostly inhibitors | AmpC nitrocefin hydrolysis, absorbance 480 nm, 0.0001% Triton | 330,000 compounds, 0.52% hits | AID 485341 | P00811;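 also: potency is read from the fitted curve at half-maximal effect; plate controls were no compound for no effect and no enzyme for full effect; nearly all actives have a fitted effect of over 20% in size; some results filed as inactive show a strong effect at the top dose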
Target sequence (P00811 whole entry, looked up): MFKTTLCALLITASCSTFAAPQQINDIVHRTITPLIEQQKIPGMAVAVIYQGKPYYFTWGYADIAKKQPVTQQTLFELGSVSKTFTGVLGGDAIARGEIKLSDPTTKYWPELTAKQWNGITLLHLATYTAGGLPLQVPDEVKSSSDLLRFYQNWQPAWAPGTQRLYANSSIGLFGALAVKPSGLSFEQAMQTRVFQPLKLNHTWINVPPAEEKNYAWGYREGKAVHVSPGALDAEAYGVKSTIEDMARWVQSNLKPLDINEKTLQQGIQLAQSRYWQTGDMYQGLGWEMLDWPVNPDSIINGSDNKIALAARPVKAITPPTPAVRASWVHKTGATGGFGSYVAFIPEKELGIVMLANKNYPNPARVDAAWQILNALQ
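AmpC (5.3 nM in the dispensed reagent) in 20 mM phosphate pH 7.0 with 0.01% (detergent screen) or 0.0001% Triton X-100 was preincubated with compounds for 15 min at room temperature. Nitrocefin was then added from an 800 uM solution, and hydrolysis was followed at 480 nm.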
* hit, by the source's call; ? = inconclusive; . = no result given; [ ] = remark or other dose. Unless noted, calls follow the shape of the dose curve; as a rule, active = well fitted curve in the direction sought with a large enough effect; inconclusive = small, poorly fitted or top-dose-only effect, or another doubt; inactive = no such curve, though single readings can be large; an effect the other way counts as inactive or inconclusive.

SMILES | LmPK inh | Pf growth 48h | Pf growth 96h | CHX counter | TbPYK inhibitor | Shiga toxin inh | AmpC no deterg
Cc1ccnc2nc(C(=O)Nc3ccc4c(c3)OCO4)nn12 | 16µM* | . | -1% | 27* | -21% | 75* | -8%
Cc1cc(NC(=O)CCC(=O)N(c2ccccc2F)C(C(=O)NC2CCCC2)c2ccccc2)no1 (stereo not drawn) | 2% | -13% | ? | 4 | -7% | 1 | 5%
O=C(NC1CC1)c1ccc(NS(=O)(=O)c2ccc(F)cc2)cc1 | . | 1% | 35%[activator] | . | 6% | . | -26%
Cc1onc(-c2c(Cl)cccc2Cl)c1C(=O)N=C(N)N1CCOCC1 | 1% | ? | ? | -1 | 2% | 18 | -2%
COC(=O)C(NC(=O)C(C)NC(=O)OCc1ccccc1)C(C)C (stereo not drawn) | -2% | 23% | 36%[activator] | -1 | 1% | 29 | 0%
CCOC(=O)N1CCN(S(=O)(=O)c2ccc(OCC(=O)OC)cc2)CC1 | -5% | -14% | . | -1 | -6% | -8 | -5%
Cn1c(=O)c2c(nc(CN3CCN(c4ccc(F)cc4)CC3)n2Cc2ccccc2F)n(C)c1=O | 12% | . | ? | -5 | 1% | 33 | 6%
Cc1onc(-c2ccccc2)c1C(=O)Nc1ccc(S(=O)(=O)Nc2nccs2)cc1 | 5% | ? | 0% | -1 | 0% | -3 | -45%
COc1cc(CNCc2ccccc2Cl)ccc1OCC(=O)NC1CCCCC1 | -2% | 7% | ? | -5 | -21% | -18 | -6%
O=C(NCCN1CCOCC1)c1cc2cc([N+](=O)[O-])ccc2s1 | -7% | 13% | 34%[activator] | -2 | -1% | 6 | -3%
CCCCCn1c(=O)[nH]c2cc(C(=O)NCc3ccco3)ccc2c1=O | 1% | . | ? | -1 | -4% | 20 | -33%
CCOc1cc(/C=N/NC(=O)CN2CCOCC2)ccc1OCc1ccccc1 | -2% | ? | ? | 10 | -4% | -17 | 78%[activator]
CC(NC(=O)c1cccs1)C1CCCO1 (stereo not drawn) | -1% | 26% | ? | -1 | 0% | 3 | -19%
O=C(O)CCC(=O)N1CCN(c2ncccc2C(F)(F)F)CC1 | -4% | 32%[activator] | 40%[activator] | 7 | -1% | -4 | -11%
N#CCC(=O)N/N=C/c1cccc(Oc2ccccc2)c1 | -4% | 247%[activator] | -3% | 10 | -1% | 2 | -52%
Nc1ccc(SC(F)(F)F)cc1C(=O)c1ccccc1 | 1% | -15% | ? | 1 | -2% | -5 | -16%
Cc1ccc(NC(=O)N2CCCC2C(=O)NCC2CCCCC2)cc1 (stereo not drawn) | -1% | 15% | -9% | 0 | 2% | -3 | -10%
NC(=O)C1=C[C@@H](c2ccc(Br)cc2)C[C@@H](OCCCCO)O1 | 6% | 0% | 0% | 7.8* | 0% | 19 | 21%
Cc1nnc(SCC(=O)N(C)c2c(N)n(Cc3ccccc3)c(=O)[nH]c2=O)n1Cc1ccccc1 | -10% | . | 24% | 6 | -6% | 21 | 1%
CN(C(=O)CSc1nc(N)cc(N)n1)C1CCS(=O)(=O)C1 (stereo not drawn) | -9% | 16% | 23% | -3 | 3% | -24 | -10%
COc1ccccc1CNC(=O)c1cn(C)c2ccc(S(=O)(=O)N3CCCCC3)cc2c1=O | 5% | 0% | 1% | 10 | . | 17 | -9%
COc1ccccc1NC(=O)COc1cc(C)nc(C(C)C)n1 | -7% | -13% | . | 0 | 6% | -3 | -21%
CCSc1ncnc2c1sc1nc3c(cc12)COC(C)(C)C3 | 4% | 112%[activator] | 0% | 19* | -20% | 29 | -6%
COc1ccccc1NC(=O)Nc1nnc(C(C)C)s1 | 3% | 100%[activator] | 126%[activator] | 51* | 2% | 75* | -2%
COC(=O)c1ccc(CN2CCCC(CCC(=O)NCc3ccc(C)o3)C2)cc1 (stereo not drawn) | -5% | ? | -8% | 6 | -3% | -29 | 21%
COc1cc2[nH]c(=O)n(CCC(=O)NC3CCCC3)c(=O)c2cc1OC | 3% | 8% | -7% | -2 | -1% | -9 | -5%
COc1cccc(/C=C/C(=O)c2ccc3c(c2)OCCO3)c1OC | -2% | 75%[activator] | 0% | 47* | -4% | . | -24%
COc1ccc(NC(=O)CC2CC3CCC2C3)cn1 (stereo not drawn) | -2% | 24% | 28% | 20* | 5% | 60 | -30%
CS(=O)(=O)c1ccc2nc(NC(=O)CCC(=O)c3cccs3)sc2c1 | 4% | ? | 12µM* | 17* | -13% | 45 | -12%
Cc1c(Cc2ccccc2)c(=O)oc2c(CN(C)C)c(O)c(Cl)cc12 | -4% | -27% | 26% | -5 | -2% | -6 | 164%[activator]
CCCn1c(CCNc2nc(-c3ccc(Cl)c([N+](=O)[O-])c3)cs2)nc2cc(Cl)c(Cl)cc21 | 0% | 2% | 34%[activator] | 4 | -9% | 4 | -50%
CC(=O)NC1(c2ccccc2)CCN(Cc2nnnn2C(C)(C)C)CC1 | 10% | 5% | 12µM* | -2 | -5% | -10 | -13%
COc1ccc(-c2nnnn2C)cc1S(=O)(=O)NCc1ccccc1 | -2% | 26% | ? | -4 | 1% | 25 | -4%
Cc1ccc(/C=C2\SC(=S)N(C(Cc3ccccc3)C(=O)O)C2=O)cc1 (stereo not drawn) | 1% | 0% | 5% | -4 | -4% | -9 | -31%
Nc1nnc(SCC(=O)OCC(=O)c2ccccc2Br)s1 | -1% | -4% | 24% | -4 | -1% | 2 | -17%
COc1ccc(CNc2oc(-c3ccccc3)nc2C#N)cc1 | 0% | 20% | 8.3µM* | 22* | 1% | 21 | -13%
Cc1ccc(C(=O)C(OC(=O)CCC(=O)Nc2cccc(C)c2)c2ccccc2)cc1 (stereo not drawn) | -4% | 7% | -13% | -1 | -13% | 16 | 7%
COc1ccc(-n2c(SCC(=O)Nc3sc4c(c3C#N)CCCC4)nnc2-c2ccccc2OC)cc1 | 4% | ? | 0% | -2 | -5% | -2 | -1%
CC(/C=N/NC(=O)c1cccc([N+](=O)[O-])c1)=C\c1ccccc1 | 3% | 10% | 2% | 9 | 2% | 26 | -26%
CCC(C)n1c(O)c(/C=N/Nc2ccccc2)c(=O)[nH]c1=S (stereo not drawn) | -1% | 21% | 8% | 6 | -16% | 3 | ?

Structures from the list above that contain a nitro group on carbon, in the order listed:
SMILES | LmPK inh | Pf growth 48h | Pf growth 96h | CHX counter | TbPYK inhibitor | Shiga toxin inh | AmpC no deterg
O=C(NCCN1CCOCC1)c1cc2cc([N+](=O)[O-])ccc2s1 | -7% | 13% | 34%[activator] | -2 | -1% | 6 | -3%
CCCn1c(CCNc2nc(-c3ccc(Cl)c([N+](=O)[O-])c3)cs2)nc2cc(Cl)c(Cl)cc21 | 0% | 2% | 34%[activator] | 4 | -9% | 4 | -50%
CC(/C=N/NC(=O)c1cccc([N+](=O)[O-])c1)=C\c1ccccc1 | 3% | 10% | 2% | 9 | 2% | 26 | -26%

Single records, as listed above. Values in the order: LmPK inh | Pf growth 48h | Pf growth 96h | CHX counter | TbPYK inhibitor | Shiga toxin inh | AmpC no deterg
Cc1ccc(/C=C2\SC(=S)N(C(Cc3ccccc3)C(=O)O)C2=O)cc1 (stereo not drawn) in the list: 1% | 0% | 5% | -4 | -4% | -9 | -31%
COc1ccccc1CNC(=O)c1cn(C)c2ccc(S(=O)(=O)N3CCCCC3)cc2c1=O in the list: 5% | 0% | 1% | 10 | . | 17 | -9%
CC(=O)NC1(c2ccccc2)CCN(Cc2nnnn2C(C)(C)C)CC1 in the list: 10% | 5% | 12µM* | -2 | -5% | -10 | -13%

Later entries:
SMILES | LmPK inh | Pf growth 48h | Pf growth 96h | CHX counter | TbPYK inhibitor | Shiga toxin inh | AmpC no deterg
COc1cc(NC(=O)c2cccc(COCC(F)(F)C(F)F)c2)cc(OC)c1OC | 3% | 3% | 21% | -2 | -21% | 12 | 20%
Cc1ccc(SC(C)C(=O)Nc2cccnc2)cc1 (stereo not drawn) | -3% | -1% | 82%[activator] | -3 | -7% | 21 | -10%
CCS(=O)(=O)N1CCN(S(=O)(=O)c2ccc3c(c2)OCCO3)CC1 | -6% | 0% | ? | -2 | 0% | 20 | 0%
O=C(NNc1nc2c(F)cccc2s1)c1ccccc1 | -2% | ? | 69%[activator] | 17 | -4% | 25 | -32%
COc1ccc(S(=O)(=O)Nc2ccc(F)cc2)cc1N(C)S(=O)(=O)c1ccc(Cl)cc1 | 6% | 5.2µM* | -20% | 5 | 3% | 10 | -8%
Cc1cc(C)n(-c2nc(N(C)C)nc(N3CCOCC3)n2)n1 | 0% | . | -9% | -2 | -1% | -15 | -2%
Cc1nn(C(C)C(=O)NCCN2CCCC2)c(=O)c2c1sc1ccccc12 (stereo not drawn) | -17% | -5% | ? | -9 | -5% | -10 | 17%
O=C(c1ccc(Br)o1)N(c1ccc(Br)cc1)C1C=CS(=O)(=O)C1 (stereo not drawn) | 2% | ? | ? | -2 | 3% | -16 | -17%
S=C(NCc1ccccc1)Nc1ccc2cn[nH]c2c1 | -2% | 10% | -11% | 2 | -5% | 26 | -24%
CC(=O)N1CCN(C(=O)Nc2cccc(C(F)(F)F)c2)CC1 | 0% | 16% | -7% | -2 | -2% | -20 | -17%
Cc1cccc(NC(=S)N2CCN(c3ccccc3)CC2)c1 | 4% | 14% | 1% | 2 | -3% | -4 | -34%
CNC(=O)c1c(NC(=O)c2ccco2)sc2c1CCC2 | 3% | -6% | -66% | 31* | -9% | 49 | 43%
C/C(=N\Nc1ccc(Cl)cc1)c1ccccn1 | 4% | . | 169%[activator] | 23* | 2% | 74* | 8%
Cn1c(N2CCN(c3ccccn3)CC2)nc2c1c(=O)n(Cc1ccc(Cl)cc1)c(=O)n2C | 3% | 12µM* | . | -1 | -2% | -6 | 3%
CN(C)S(=O)(=O)c1cccc(NC(=O)c2ccc(Sc3nncn3C)c([N+](=O)[O-])c2)c1 | 7% | ? | ? | 1 | 2% | -4 | 59%
CCNc1ccc(C(=O)OCC(=O)NCc2ccc(C)cc2)cc1[N+](=O)[O-] | 1% | 0% | ? | -8 | 1% | -11 | -23%
Nc1c(N(Cc2ccccc2)C(=O)COc2cccc(Cl)c2)c(=O)[nH]c(=O)n1Cc1ccccc1 | . | ? | ? | . | 4% | . | -33%
N#Cc1cc[n+](CC(=O)c2ccc(NC(=O)c3ccccc3)cc2)cc1 | -9% | 4.1µM* | 3.3µM* | 1 | -8% | 19 | -24%
Cn1c(SCC(=O)NC2CC2)nnc1C(F)(F)F | 0% | 23% | ? | -4 | -4% | -4 | ?
CCN1CCN(CCCNC(=O)C2c3ccccc3C(=O)N(c3ccc(OC)cc3)C2c2ccc(OC)cc2)CC1 (stereo not drawn) | 4% | -24% | -19% | -2 | 0% | 23 | 174%[activator]
COc1ccc(C23CC4CC(CC(C(=O)O)(C4)C2)C3)c(F)c1 | -3% | 18% | -7% | -4 | -1% | -3 | -24%
N#Cc1cccc(C#N)c1Oc1ccc(N)cc1 | 5% | 5% | 5% | -2 | 1% | -16 | -4%
